GC-B act: GC-B (human) receptor activation. HEK293-GC-B cells, CNP EC30, cGMP TR-FRET; 0% at EC30 CNP, 100% saturating CNP. P20594. activation, % at 10 µM. actives 0.11% (n = 370,000);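 active means activation at 10 µM reaching about 35% in either raw or pattern-adjusted values, limit read from the data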
ASAP1 GAP inh: inhibitors of human ASAP1 ArfGAP activity | Q9ULH1 | ASAP1-stimulated ARF1 GTP hydrolysis, GDP FP detection | inhibition, % at 16.5 µM | actives 0.19% (n = 360,000) | AID 624377; in the data active means inhibition above about 25%;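 further: 0% = vehicle with enzyme and substrate and 100% = no enzyme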
Target sequence (Q9ULH1 325-724 limits assumed): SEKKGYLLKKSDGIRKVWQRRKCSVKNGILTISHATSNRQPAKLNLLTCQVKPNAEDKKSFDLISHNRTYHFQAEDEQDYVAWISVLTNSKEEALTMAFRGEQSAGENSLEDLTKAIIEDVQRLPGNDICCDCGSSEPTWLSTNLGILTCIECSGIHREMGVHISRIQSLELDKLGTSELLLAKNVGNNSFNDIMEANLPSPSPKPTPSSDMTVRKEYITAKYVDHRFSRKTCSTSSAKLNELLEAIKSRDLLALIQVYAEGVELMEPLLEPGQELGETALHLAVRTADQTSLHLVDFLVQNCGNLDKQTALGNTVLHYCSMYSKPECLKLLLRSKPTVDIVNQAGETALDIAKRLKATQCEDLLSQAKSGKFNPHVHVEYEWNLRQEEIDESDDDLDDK
ARFGAP1 inhibitor: inhibits rat ARF GTPase activating protein 1; inhibition, % at 16.5 µM; Q62848; Arfgap1-stimulated ARF1 GTP hydrolysis, GDP FP detection; actives 0.26% (n = 360,000);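 active means inhibition above a per-plate limit, mean inhibition of low control wells plus 3 SD, cut at about 25% in these data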;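 further: 0% = DMSO wells with enzyme and 100% = wells lacking Arfgap1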
Target sequence (Q62848 1-136 limits assumed): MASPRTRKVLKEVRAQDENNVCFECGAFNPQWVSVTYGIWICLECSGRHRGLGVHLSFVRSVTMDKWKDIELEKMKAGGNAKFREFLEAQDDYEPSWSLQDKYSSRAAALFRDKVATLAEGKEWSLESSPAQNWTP
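System: truncated rat Arfgap1 GAP domain / Medium: HEPES-based buffer, pH 7.5 / Also added: N-terminally truncated human ARF1-GTP substrate / Incubation: enzyme reaction 120 min at 25 °C after 20 min preincubation / Measured by: FP of antibody-bound GDP Alexa 633 tracer, ex 620/em 688 nm / Replicates: singlicate, each compound tested once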
DDE Tn6 FP inh: disrupts Tn6 cyclic peptide binding to fibrin D-Dimer-E complex. Fibrin DD(E) TRITC-Tn6 fluorescence polarization displacement. inhibition, % at 8.3 µM. actives 0.21% (n = 370,000);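 active means inhibition above a per-campaign cutoff: mean of compounds within control limits plus 3 SD, cut at about 15% in these data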;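 further: 0% = median of all compound wells on the plate and 100% = blocking peptide control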
rCAG binder: molecules binding r(CAG) RNA repeats; inhibition, % at 3 µM; actives 1.3% (n = 370,000); r(CAG) RNA repeat, TO-PRO-1 dye displacement fluorescence;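 active means inhibition above the plate cutoff, the mean of all test compounds on that plate plus 3 SD, cut at about 35% in these data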;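 further: 0% = DMSO alone and 100% = 100 µM mitoxantrone as full dye displacement; higher means more dye released from RNA so lower well fluorescence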
ADAM10 inh: ADAM10 inhibition, QFRET primary screen | actives 0.62% (n = 370,000) | inhibition, % at 7 µM | recombinant ADAM10, EDANS/DABCYL FRET peptide cleavage, 3 h | O14672;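 active means inhibition above a per-campaign cutoff equal to the mean of compounds falling between control-based bounds plus 3 SD, cut at about 20% in these data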;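 further: 0% = DMSO wells while the 100% control is not disclosed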
Target sequence (O14672 214-748 limits assumed): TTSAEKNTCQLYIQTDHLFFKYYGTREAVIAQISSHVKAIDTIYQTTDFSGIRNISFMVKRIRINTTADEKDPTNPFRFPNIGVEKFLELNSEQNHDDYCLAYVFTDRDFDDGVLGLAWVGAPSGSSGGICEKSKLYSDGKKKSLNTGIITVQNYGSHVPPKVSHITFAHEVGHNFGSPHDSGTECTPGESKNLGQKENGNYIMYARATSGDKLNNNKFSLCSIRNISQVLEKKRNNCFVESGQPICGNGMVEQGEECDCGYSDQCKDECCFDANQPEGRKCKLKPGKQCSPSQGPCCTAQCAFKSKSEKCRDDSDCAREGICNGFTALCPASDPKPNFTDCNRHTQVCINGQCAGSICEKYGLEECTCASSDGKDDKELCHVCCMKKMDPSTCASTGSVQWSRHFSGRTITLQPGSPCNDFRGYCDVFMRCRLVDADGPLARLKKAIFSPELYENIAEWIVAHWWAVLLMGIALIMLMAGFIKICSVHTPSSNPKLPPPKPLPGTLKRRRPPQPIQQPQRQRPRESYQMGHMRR
proKLK7 act: activators of human kallikrein-7 zymogen; P49862; purified proKLK7, EDANS-DABCYL substrate fluorescence; 100% is mature enzyme control, 0% vehicle; activation, % at 7 µM; actives 0.9% (n = 370,000); AID 652039;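 active means activation above the mean of all tested compounds plus 3 SD, computed per campaign excluding outliers beyond control limits, cut at about 13% in these data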
NPR1 activator: GC-A (human) enzyme activation; actives 0.14% (n = 370,000); HEK293 GC-A cells, cGMP TR-FRET, EC30 ANP; 0% at EC30 ANP, 100% saturating ANP; activation, % at 10 µM; P16066; in the data active means activation above about 40%
FXN GAA850 act: increases GAA850 frataxin promoter reporter activity | HEK293 lucGAA850 FXN promoter luciferase reporter, 24 h; percent of 10 µM SAHA response | activation, % at 6 µM | actives 0.56% (n = 360,000);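 active means activation above the average of all compounds screened plus 3 SD, cutoff fixed separately per campaign, cut at about 7.5% in these data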;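 further: 0% = DMSO wells and 100% = 10 µM SAHA wells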
HGIII-sPLA2 inh: Inhibits HGIII-sPLA2 liposome hydrolysis, primary screen | Q9NZ20 | QFRET BODIPY PC-A2 liposome hydrolysis, fluorescence | inhibition, % at 12.2 µM | actives 0.56% (n = 370,000) | AID 743126;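 active means inhibition above mean plus 3 SD of compounds lying within the high and low control bounds, cut at about 19% in these data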;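 further: 0% = median of test compound wells and 100% = no enzyme DMSO wells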
Active calls of the source: *; / = not tested or not shown.

no. | Compound | GC-B act | ASAP1 GAP inh | ARFGAP1 inhibitor | DDE Tn6 FP inh | rCAG binder
1 | COc1ccc(CN(Cc2cccn2C)S(=O)(=O)c2cccc(C(F)(F)F)c2)cc1 | 3 | 12 | 11 | 5 | -3
2 | CC(OC(=O)c1cc(S(=O)(=O)N2CCOCC2)ccc1F)C(=O)NC1CCCC1 (stereo not given) | -1 | -4 | -12 | 0 | -4
3 | CCCCCCCCCCCCCCC(O)C[N+](C)(CCO)CCO (stereo not given) | 5 | 2 | -16 | 1 | 7
4 | O=C1CCC(C(=O)Nc2ccc([N+](=O)[O-])cc2)N1 (stereo not given) | 0 | 1 | 4 | -2 | 7
5 | CC(OC(=O)CC1Sc2ccccc2NC1=O)C(=O)NC1CCCC1 (stereo not given) | -4 | 9 | -10 | 11 | 0
6 | CC(C)[C@H]1COCCS(=O)(=O)N1Cc1ccc(Cl)cc1 | -7 | -2 | -6 | 6 | -2
7 | CC(=O)c1cccc(NC(=O)CN(Cc2ccccc2)S(C)(=O)=O)c1 | 2 | -9 | 0 | -2 | -5
8 | Cc1cc(=O)nc2c3ccccc3n(C(C)C(=O)NCCC(C)C)n12 (stereo not given) | -4 | 1 | -4 | 8 | -7
9 | O=C(c1cc(-c2ccncc2)nc2ccccc12)N1CCN(c2ncccn2)CC1 | -9 | -4 | 2 | 3 | 3
10 | O=C(Cn1nc(C(=O)O)c2ccccc2c1=O)NCC1CCCO1 (stereo not given) | 3 | -10 | -3 | 0 | 1

no. | ADAM10 inh | proKLK7 act | NPR1 activator | FXN GAA850 act | HGIII-sPLA2 inh
1 | 6 | 0.6 | -2 | 3.6 | -40
2 | -18 | 0.0 | -1 | 1.0 | 13
3 | -1 | 0.3 | -22 | -2.8 | -5
4 | 1 | 0.0 | -2 | 0.1 | 3
5 | 1 | -0.2 | 0 | 0.6 | -2
6 | 3 | 0.7 | -3 | -2.2 | -2
7 | 4 | -0.3 | 0 | 0.5 | 4
8 | -20 | -0.5 | -12 | 0.4 | -2
9 | -3 | 0.4 | -14 | -0.7 | -1
10 | -6 | 1.1 | -2 | -0.2 | -5

Continuation:
no. | Compound | GC-B act | ASAP1 GAP inh | ARFGAP1 inhibitor | DDE Tn6 FP inh | rCAG binder
11 | Cc1ccc(N=C2SC(C(=O)O)CC(=O)N2C)cc1C (stereo not given) | -3 | -10 | -7 | 3 | -1
12 | O=C(O)c1cccc(NS(=O)(=O)c2ccc3nnn(O)c3c2)c1 | 2 | -10 | -4 | -1 | 6
13 | Cn1c(CN2CCCC2)nc2cc(NC(=O)COc3ccc(Cl)cc3)ccc21 | 2 | -9 | -1 | -13 | -3
14 | Cc1cc(C)c2c(c1)NC(c1cc3c(cc1Br)OCO3)C1CC=CC21 (stereo not given) | -10 | 8 | 8 | 6 | 7
15 | COc1ccccc1NS(=O)(=O)c1cccc(C(=O)NCC(c2cccs2)N(C)C)c1 (stereo not given) | 5 | 9 | 11 | -3 | 0
16 | Cc1cccc2c(C(=O)N3CCCCC3)cc(-c3ccccc3)nc12 | 2 | -2 | -7 | -5 | 2
17 | CCOc1cc(/C=N/NC(=O)Cn2nc([N+](=O)[O-])cc2C)cc(Br)c1OCc1ccccc1C | -1 | 0 | -1 | 1 | 9
18 | O=C(NCc1ccccc1F)Nc1nnc([C@H]2C[C@H](O)[C@@H](CO)O2)s1 | -3 | -16 | 4 | 12 | 1
19 | CN(CC1CCOCC1)C(=O)CC1C(=O)NCCN1CC(c1ccccc1)c1ccccc1 (stereo not given) | -1 | 8 | -1 | 3 | -5
20 | O=C(NCC(c1ccco1)N1CCCC1)c1cccc(S(=O)(=O)N2CCc3ccccc32)c1 (stereo not given) | -11 | 7 | 12 | 1 | 7

no. | ADAM10 inh | proKLK7 act | NPR1 activator | FXN GAA850 act | HGIII-sPLA2 inh
11 | -4 | 0.2 | 0 | -0.2 | 5
12 | 11 | 0.6 | -1 | -1.4 | 9
13 | -9 | -0.3 | 4 | 0.4 | -10
14 | -1 | 1.0 | -7 | 3.4 | 1
15 | -9 | 0.1 | 0 | -0.9 | 7
16 | 6 | -0.1 | 1 | -0.6 | -14
17 | -5 | -0.1 | -3 | 1.1 | 8
18 | -10 | -0.7 | 3 | 0.8 | 11
19 | -20 | 0.0 | -3 | 1.3 | -7
20 | -14 | 0.3 | -24 | -4.0 | -4

The final 2 records of the section before come first, to join the parts.
no. | Compound | GC-B act | ASAP1 GAP inh | ARFGAP1 inhibitor | DDE Tn6 FP inh | rCAG binder
19 | CN(CC1CCOCC1)C(=O)CC1C(=O)NCCN1CC(c1ccccc1)c1ccccc1 (stereo not given) | -1 | 8 | -1 | 3 | -5
20 | O=C(NCC(c1ccco1)N1CCCC1)c1cccc(S(=O)(=O)N2CCc3ccccc32)c1 (stereo not given) | -11 | 7 | 12 | 1 | 7
21 | COc1ccc(OCCC(=O)NC2=NCCS2)cc1 | -1 | 8 | 13 | -9 | 0
22 | CCC(Sc1nc(C)cc(=O)[nH]1)C(=O)Nc1nc(-c2ccccc2)cs1 (stereo not given) | -2 | -6 | -3 | 8 | 49*
23 | CCOC(=O)C1CCCN(S(=O)(=O)c2ccc3c4c2CC(=O)N4CC(C)S3)C1 (stereo not given) | 5 | 8 | 2 | 13 | 7
24 | COc1ccc(CN(C)C(=O)COC(=O)c2cnc(Cl)c(Cl)c2)cc1 | -7 | -6 | -2 | -6 | 2
25 | NC(=O)NC(=O)COC(=O)c1ccc2noc(-c3ccccc3)c2c1 | -7 | 1 | 0 | -4 | 25
26 | CC(=O)Oc1ccc(C(=O)O)cc1OC(C)=O | 10 | -12 | -3 | -5 | 1
27 | COC(=O)C1=C(C)OC(N)=C(C#N)C1c1ccccc1F (stereo not given) | 7 | 4 | -1 | 9 | 0
28 | O=C(Nc1ccc2oc(=O)ccc2c1)c1ccco1 | -2 | 8 | 1 | 6 | 4
29 | COC(=O)c1ccc(NC(=O)C(=O)N2CCN(C(=S)Nc3ccccc3OC)CC2)cc1 | 3 | 8 | 7 | 4 | 6
30 | C[C@H]1[C@@H](OC(=O)NCCc2ccccc2)CC[C@@]23CCCN2C(=O)CCC[C@@H]13 | -2 | / | / | -2 | /

no. | ADAM10 inh | proKLK7 act | NPR1 activator | FXN GAA850 act | HGIII-sPLA2 inh
19 | -20 | 0.0 | -3 | 1.3 | -7
20 | -14 | 0.3 | -24 | -4.0 | -4
21 | -17 | -0.6 | 0 | 1.9 | 11
22 | 7 | 0.0 | -3 | -1.3 | -5
23 | -15 | 0.3 | 4 | -0.7 | -1
24 | -2 | -0.3 | -17 | 0.6 | -2
25 | -40 | -2.5 | 2 | 4.3 | 4
26 | 2 | 0.8 | 4 | 0.5 | 5
27 | -6 | 0.5 | 0 | -1.5 | -10
28 | -174 | 1.0 | -1 | 2.4 | 3
29 | -8 | 0.1 | 1 | -0.5 | -1
30 | -4 | / | -3 | / | 1

More compounds.
no. | Compound | GC-B act | ASAP1 GAP inh | ARFGAP1 inhibitor | DDE Tn6 FP inh | rCAG binder
31 | O=C(NC1CCCCC1)C1c2ccccc2OCC(=O)N1Cc1ccccn1 (stereo not given) | -2 | 9 | 5 | 3 | 4
32 | S=C(NCCc1ccccc1)Nc1ccc(Nc2ccccc2)cc1 | 4 | -3 | 5 | 1 | 1
33 | COc1ccc(CNC(=O)CN2CCN(S(=O)(=O)c3cc(Br)ccc3Br)CC2)cc1OC | -4 | 6 | 8 | 2 | -5
34 | Cc1cc(NS(=O)(=O)c2ccc(NC(=O)COc3ccccc3C(C)(C)C)cc2)no1 | 3 | -7 | -11 | -6 | 72*
35 | COC(=O)C[C@H]1CC[C@@H]2[C@@H](COc3ccc(NC(=O)c4ccccc4)cc3C(=O)N2C)O1 | -3 | / | / | 7 | 0
36 | O=C(CSc1nnc(-c2ccc(F)cc2)c2ccccc12)Nc1ccccc1 | -1 | 0 | 12 | 5 | 6
37 | CCC(C)[C@H](NC(=O)NCc1ccc(S(N)(=O)=O)cc1)C(=O)OC (stereo not given in full) | 0 | 10 | 6 | 7 | -2
38 | COc1cccc(CC(=O)Nc2nc(-c3ccc(OC)c(OC)c3)cs2)c1 | 4 | 7 | 6 | -8 | 3
39 | CC(=O)[C@@]1(O)Cc2c(O)c3c(c(O)c2[C@H](O[C@H]2C[C@H](N)[C@H](O)[C@H](C)O2)C1)C(=O)c1ccccc1C3=O | -7 | -2 | 11 | 198* | -17
40 | COC(=O)c1ccc2c(c1)NC(=O)C(N(CC(C)C)CC(C)C)S2 (stereo not given) | -1 | 3 | 1 | -1 | -2
41 | CCOC(=O)c1cc([N+](=O)[O-])sc1NC(=O)c1ccc(S(=O)(=O)N2CC3(C)CC2CC(C)(C)C3)cc1 (stereo not given) | 2 | -3 | 11 | 4 | 2
42 | O=C(C[C@H]1C[C@H](C(=O)N2CCCCC2)[C@@]2(CCc3ccccc3)c3[nH]c4cc(-c5ccco5)ccc4c3CCN2C1=O)NCc1cccc(C(F)(F)F)c1 | 3 | -2 | -1 | 0 | 22

no. | ADAM10 inh | proKLK7 act | NPR1 activator | FXN GAA850 act | HGIII-sPLA2 inh
31 | -18 | 0.0 | -1 | / | 6
32 | 8 | 0.7 | -2 | -3.5 | -6
33 | -7 | 0.4 | -2 | -0.2 | -4
34 | -1 | -0.4 | 3 | 1.0 | -53
35 | -3 | -0.1 | 3 | / | 1
36 | 7 | -0.1 | -1 | 2.4 | -7
37 | 6 | -0.3 | 0 | 1.7 | 7
38 | 4 | 0.0 | 0 | 1.5 | -24
39 | -13 | -0.6 | 7 | -14 | -125
40 | -9 | -0.2 | -6 | 1.3 | 2
41 | 3 | -0.9 | -3 | 0.4 | 17
42 | -221 | -6.1 | 1 | 0.2 | 6

Complete entries from above.
CCOC(=O)c1cc([N+](=O)[O-])sc1NC(=O)c1ccc(S(=O)(=O)N2CC3(C)CC2CC(C)(C)C3)cc1 (stereo not given) is listed with GC-B act: 2; ASAP1 GAP inh: -3; ARFGAP1 inhibitor: 11; DDE Tn6 FP inh: 4; rCAG binder: 2; ADAM10 inh: 3; proKLK7 act: -0.9; NPR1 activator: -3; FXN GAA850 act: 0.4; HGIII-sPLA2 inh: 17
COC(=O)c1ccc2c(c1)NC(=O)C(N(CC(C)C)CC(C)C)S2 (stereo not given) is listed with GC-B act: -1; ASAP1 GAP inh: 3; ARFGAP1 inhibitor: 1; DDE Tn6 FP inh: -1; rCAG binder: -2; ADAM10 inh: -9; proKLK7 act: -0.2; NPR1 activator: -6; FXN GAA850 act: 1.3; HGIII-sPLA2 inh: 2

Quoted from the listing:
DDE Tn6 FP inh, no. 42 reads 0
ARFGAP1 inhibitor, no. 38 reads 6
ADAM10 inh, no. 39 reads -13
HGIII-sPLA2 inh, no. 31 reads 6
FXN GAA850 act, no. 32 reads -3.5

Compound activity (PubChem BioAssay)
